# High-throughput results as filed in PubChem.
# TDP43 rescue: inhibitors of TDP-43 toxicity in yeast | TDP-43 expressing yeast growth rescue, BacTiter-Glo, 24 h | Potency, µM (doses to about 46.1 µM), for the others: at the top dose growth rescue (activation), hits mostly activators | 1.8% of 410,000 active | AID 652104; also: potency is read from the fitted curve at half-maximal effect; % of control where 0% means no effect; nearly all actives have a fitted effect of over 50% in size
#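 Yeast expressing TDP-43 (pregrown in raffinose, seeded at OD600=0.02 in galactose medium) exposed to compounds 24 hr at 30 deg C. Growth read by BacTiter-Glo luminescence; rescue of toxicity appears as increased signal.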
# DRD3 antagonist: D3 dopamine receptor (human) antagonism; D3R cells, DiscoveRx beta-arrestin luminescence, antagonist mode; active compounds read low; max response, negative = inhibition, %; 2.5% of 360,000 active; P35462; in the data active = max response below about -50%; inconclusive = no clear call, values can overlap the other calls; also: % is scaled to controls: 0 for no effect and ±100 for the full control effect; mostly tested at two doses, the higher about 12 µM
# Target sequence (P35462 whole entry, looked up): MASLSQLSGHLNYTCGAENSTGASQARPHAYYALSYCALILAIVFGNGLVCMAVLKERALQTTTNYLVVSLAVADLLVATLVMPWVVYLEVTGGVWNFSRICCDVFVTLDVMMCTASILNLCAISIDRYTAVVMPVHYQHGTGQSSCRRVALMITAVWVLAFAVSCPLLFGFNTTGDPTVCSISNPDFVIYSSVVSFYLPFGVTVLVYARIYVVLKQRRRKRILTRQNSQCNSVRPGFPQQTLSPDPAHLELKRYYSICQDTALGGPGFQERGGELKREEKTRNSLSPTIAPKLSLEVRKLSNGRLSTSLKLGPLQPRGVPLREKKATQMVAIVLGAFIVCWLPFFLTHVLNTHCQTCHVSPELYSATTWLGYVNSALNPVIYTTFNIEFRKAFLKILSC
#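 Cells expressing the human receptor were seeded at 1500 cells/well, incubated overnight at 37 degrees C in 5% CO2, then exposed to library compounds with dopamine controls for 90 minutes at 37 degrees C before luminescent detection.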
# EPAC2 agonist: agonists of human EPAC2 (RAPGEF4). Q8WZA2. Potency, µM (top dose mostly 154 µM), for inactives: at the top dose activation, actives largely listed as activators. 0.079% of 360,000 active. EPAC2 activation, biochemical qHTS; response scale: 100% = 6.5 mM cAMP response; also: potency is read from the fitted curve at half-maximal effect; nearly all actives have a fitted effect of over 50% in size
#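 qHTS, titration series. 100 nM EPAC2 / 250 nM Rap1B-BODIPY-GDP / 50 uM GDP; RT; ex 480/em 540 nm, 5-min reads to 30 min. Norm. to 6.5 mM cAMP = activation.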
# DRD3 agonist: D3 dopamine receptor (human) agonism; P35462; D3R DiscoveRx beta-arrestin cells, luminescence, 90 min; max activation, %; 0.58% of 410,000 active; in the data active = max activation above about 30%; also: 0% is about no effect; mostly tested at two doses, the higher about 12 µM
#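 Cells at 1500/well, incubated overnight, then treated with pinned compounds (dopamine as control) for 90 min at 37 degrees C. DiscoveRx reagent added for 30 - 60 minutes at room temperature; luminescence read.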
# FUS suppressor: rescues growth of FUS-expressing yeast. AID 1347120. S. cerevisiae FUS-expressing, growth rescue, OD600, 24 h. Potency, µM (titrated, usually from 76.6 µM), for the others: top-dose growth rescue (activation), usual class: activators. 0.24% of 390,000 active;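 also: potency is read from the fitted curve at half-maximal effect; plate controls were DMSO vehicle for no effect and reference control for full effect; nearly all actives have a fitted effect of over 55% in size; some results filed as inactive show a strong effect at the top dose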
#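 Restored growth of FUS-toxic S. cerevisiae, read as 600 nm absorbance after 24 h at 30C in galactose medium (starting OD 0.005). Controls CP55940 and DMSO.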
# EPAC2 antag: blocks human EPAC2 exchange factor; Q8WZA2; EPAC2 GEF exchange of Rap1B-BODIPY-GDP, fluorescence; Potency, µM (highest dose often 114 µM), without a hit: top-dose activity, negative = inhibition, most hits filed as inhibitors; 0.18% of 360,000 active; AID 720708; also: potency is read from the fitted curve at half-maximal effect; % is scaled to controls: 0 for no effect and ±100 for the full control effect; nearly all actives have a fitted effect of over 45% in size; many of its hits are not listed in these tables
# Abeta rescue: A-beta toxicity reversal in yeast; yeast expressing A-beta42, growth rescue, OD600, 48 h; response scale: 0% DMSO, 100% iron-clioquinol control; Potency, µM (top dose mostly 46.1 µM), for the others: at the top dose growth rescue, actives largely listed as activators; 0.063% of 410,000 active; also: potency is read from the fitted curve at half-maximal effect; nearly all actives have a fitted effect of over 55% in size
#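 Growth rescue measured by 600 nm absorbance after 48 h yeast culture at 30 C with compound. Values normalized between DMSO and an equimolar ferric chloride plus clioquinol control.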
# aSyn rescue: rescues yeast growth from alpha-synuclein toxicity; Yeast expressing alpha-synuclein, growth rescue, BacTiter-Glo, 24 h; 0.14% of 370,000 active; Potency, µM (titrated, usually from 46.1 µM), for inactives: at the highest dose growth rescue (activation), most hits filed as activators; also: potency is read from the fitted curve at half-maximal effect; % of control where 0% means no effect; nearly all actives have a fitted effect of over 65% in size
#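 Galactose-induced alpha-syn yeast (OD600=0.02, raffinose-pregrown) + pinned cpd, 24 hr, 30 deg C; growth by BacTiter-Glo luminescence. Growth restoration scores as activation.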
# Numbers without * were called inactive; ? = inconclusive; . = no result given; [ ] = another dose, or the depositor's remark. Unless noted, calls follow the shape of the dose curve; as a rule, active = well fitted curve in the direction sought with a large enough effect; inconclusive = small, poorly fitted or top-dose-only effect, or another doubt; inactive = no such curve, though single readings can be large; an effect the other way counts as inactive or inconclusive.
[1] CCOc1cc(/C=N/NC(N)=O)cc(Br)c1OCc1ccccc1F
[2] Cc1cccn2c(=O)c3cc(C(=O)NCc4ccccc4)c(=N)n(CCOCCO)c3nc12
[3] O=C(/C=C1\C(=O)Nc2ccccc21)/C=C1\C(=O)Nc2ccccc21
[4] O=C1CSC(=O)N1CCOCCN1C(=O)CSC1=O
[5] Cc1cc(C)c2cc(C(=O)N3CCC(Cc4ccccc4)CC3)[nH]c2c1
[6] O=C(Nc1ccc(F)cc1)Oc1ccc[nH]c1=O
[7] COc1cccc2sc3cc(C#CC4(O)CCCCC4)ccc3c(=O)c12
[8] Cc1cc(C(=O)Nc2ccc3c(c2)OCCO3)co1
assay / compound	1	2	3	4	5	6	7	8
TDP43 rescue	?	3%	9%	10%	-18%	12%	-44%[inhibitor]	-16%
DRD3 antagonist	13	.	?	20	-11	7	203	-7
EPAC2 agonist	-12%	.	1%	1%	10%	3%	-2%	-3%
DRD3 agonist	8	-3	-12	-2	11	2	63*	-1
FUS suppressor	9%	14%	26%	7%	13%	-36%	?	-5%
EPAC2 antag	-8%	.	-4%	23%	-3%	6%	-6%	5%
Abeta rescue	?	1%	24%	6%	0%	7%	-29%	-7%
aSyn rescue	12%	.	1%	-1%	14%	4%	-29%	-12%

[9] CCc1ccccc1NC(=O)C(C#N)Cc1cccnc1 (stereo not given)
[10] CC(=Nc1ccc(C)cc1)c1sc2ccccc2c1O
[11] Cn1c(=O)sc2cc(NS(=O)(=O)c3ccc(C(C)(C)C)cc3)ccc21
[12] CCCCN(CCCC)c1nn[nH]n1
[13] Cc1[nH]c2ccccc2c1/C=N/NC(=O)CNC(=O)COc1ccccc1
[14] CCC(=O)Nc1nc(C)c(C(=O)N2CCCCC2)s1
[15] O=C(NCc1cccnc1)c1cc(S(=O)(=O)N2CCCC2)c(Cl)cc1Cl
[16] O=C(CSc1nc2ccccc2c(=O)n1-c1ccccc1)NCC1CCCO1 (stereo not given)
assay / compound	9	10	11	12	13	14	15	16
TDP43 rescue	0%	-16%	15%	-12%	-25%[9.22 µM]	9%	-8%	-20%
DRD3 antagonist	23	?	.	-9	-15	2	4	-5
EPAC2 agonist	6%	?	.	4%	-2%	6%	5%	13%
DRD3 agonist	-1	-11	-11	-7	-18	3	1	-2
FUS suppressor	14%	22%	-16%	-4%	29%	-12%	-2%	17%
EPAC2 antag	6%	11%	.	3%	-28%	8%	0%	15%
Abeta rescue	14%	-28%	-14%	16%	-3%	3%	-6%	-7%
aSyn rescue	5%	-13%	.	3%	-6%	3%	0%	-1%

# Record cards, from the list above.
# Entry for Cc1[nH]c2ccccc2c1/C=N/NC(=O)CNC(=O)COc1ccccc1 → TDP43 rescue: -25%[9.22 µM]; DRD3 antagonist: -15; EPAC2 agonist: -2%; DRD3 agonist: -18; FUS suppressor: 29%; EPAC2 antag: -28%; Abeta rescue: -3%; aSyn rescue: -6%
# Entry for CCc1ccccc1NC(=O)C(C#N)Cc1cccnc1 (stereo not given) → TDP43 rescue: 0%; DRD3 antagonist: 23; EPAC2 agonist: 6%; DRD3 agonist: -1; FUS suppressor: 14%; EPAC2 antag: 6%; Abeta rescue: 14%; aSyn rescue: 5%

# Next records:
[17] COCCCNC(=O)CC(c1cc(OC)c(OC)c(OC)c1)N1Cc2ccccc2C1=O (stereo not given)
[18] O=C(c1ccc(C(F)(F)F)cc1)N1CCN(S(=O)(=O)c2ccc3c(c2)OCCCO3)CC1
[19] COc1cc(S(=O)(=O)n2ccc(C)n2)c(OC)cc1Cl
[20] O=C(CCc1nc2ccccc2[nH]1)N1CCc2ccccc2C1
[21] COC(=O)c1ccc(Nc2nc(C)cc(C)n2)cc1
[22] CCCn1c(SCC(=O)Nc2ccccc2C(=O)OC)nc2c1c(=O)n(C)c(=O)n2C
[23] Cc1cc(O)ccc1NC(=S)NC(=O)c1cncc(Br)c1
[24] Cc1ccc(C(=O)NCCNC(=O)c2ccc(C)o2)o1
assay / compound	17	18	19	20	21	22	23	24
TDP43 rescue	23%	19%	-16%	-6%	5%	2%	?	15%
DRD3 antagonist	.	2	5	?	-3	6	-21	1
EPAC2 agonist	.	-3%	10%	6%	-6%	0%	-1%	13%
DRD3 agonist	6	4	-11	-21	-2	4	-12	-6
FUS suppressor	-11%	.	10%	-8%	13%	0%	-14%	5%
EPAC2 antag	.	-6%	21%	-1%	8%	9%	3%	2%
Abeta rescue	-11%	1%	-17%	-12%	-14%	8%	?	-6%
aSyn rescue	1%	-1%	7%	1%	-4%	.	?	2%

[25] Cc1c(C(=O)N2CCN(S(=O)(=O)c3ccccc3)CC2)oc2ccc(Br)cc12
[26] CSc1ccccc1OCc1cc(C(=O)N(C)Cc2cnccn2)no1
[27] CCN(C[C@H]1N[C@@](Cc2ccccc2)(C(=O)OC)[C@H]2C(=O)N(Cc3ccccc3)C(=O)[C@@H]12)C(=O)c1ccccc1
[28] COC1OC(CO)C(N=C(C)C)C1O (stereo not given)
[29] COc1ccc(-n2c(C)cc(/C=C3\C(=O)NN(c4ccccc4)C3=O)c2C)cc1
[30] CCCNC(=O)N[C@H]1C=C[C@H](CC(=O)OC)O[C@@H]1CO
[31] O=S1(=O)CC(N2CCN(Cc3ccccc3F)CC2)CN1Cc1cn(Cc2ccc(C(F)(F)F)cc2)nn1 (stereo not given)
[32] O=C(/C=C/c1cccnc1)c1ccc(O)cc1
assay / compound	25	26	27	28	29	30	31	32
TDP43 rescue	?	8%	12%	-25%	-2%	17%	3%	-3%
DRD3 antagonist	1	-3	0	2	-59*	14	-6	-24
EPAC2 agonist	6%	1%	9%	7%	2%	6%	-1%	12%
DRD3 agonist	2	4	3	2	4	3	-6	0
FUS suppressor	22%	-13%	-4%	.	?	-10%	4%	4%
EPAC2 antag	-3%	0%	-6%	7%	-4%	-1%	10%	3%
Abeta rescue	-4%	-1%	3%	2%	-4%	-10%	-20%	24%
aSyn rescue	16%	7%	1%	-1%	0%	6%	-3%	1%

# Single values from the entries so far.
# COc1ccc(-n2c(C)cc(/C=C3\C(=O)NN(c4ccccc4)C3=O)c2C)cc1 in TDP43 rescue → -2%
# COC1OC(CO)C(N=C(C)C)C1O (stereo not given) in EPAC2 agonist → 7%
# O=C(c1ccc(C(F)(F)F)cc1)N1CCN(S(=O)(=O)c2ccc3c(c2)OCCCO3)CC1 in EPAC2 agonist → -3%
# Cc1c(C(=O)N2CCN(S(=O)(=O)c3ccccc3)CC2)oc2ccc(Br)cc12 in FUS suppressor → 22%

# Further compounds
[33] C=CCN1C(=O)C(Cc2cccc(Cl)c2)S/C1=N/N=C/c1ccco1 (stereo not given)
[34] CCC1CN(C(=O)N2CCC(C(=O)NCCc3ccccc3C)CC2)c2ccccc2O1 (stereo not given)
[35] c1ccc2c(NC3CCCC3)nnc(NC3CCCC3)c2c1
[36] O=C(Cc1ccccc1)Nc1cc(-c2nc3cc(Cl)ccc3o2)ccc1Cl
[37] Cc1noc(C)c1Cc1ccc(O)cc1
[38] CCCC(C(=O)O)N1C(=O)/C(=C2\C(=O)N(C)c3ccccc32)SC1=S (stereo not given)
[39] Cc1ccccc1CN1C2=NCCN2c2ccccc21
[40] CCOc1ccc(N(CC(=O)NC2CC3CCC2C3)S(=O)(=O)c2ccccc2)cc1 (stereo not given)
assay / compound	33	34	35	36	37	38	39	40
TDP43 rescue	-3%	14%	23%	13%	-8%	-4%	4%	-15%
DRD3 antagonist	-26	.	-71*	.	?	1	-2	-7
EPAC2 agonist	3%	.	-8%	.	4%	2%	-1%	17%
DRD3 agonist	-10	-10	1	5	-3	3	-10	-19
FUS suppressor	2%	?	14%	-10%	10%	21%	-7%	8%
EPAC2 antag	-3%	.	-1%	.	-6%	-15%	1%	-13%
Abeta rescue	11%	11%	-2%	-10%	-5%	-5%	3%	-8%
aSyn rescue	-16%	.	1%	-1%	-8%	3%	-12%	0%

[41] CCOC(=O)C1(Cc2ccccc2)C(=O)Nc2ccccc21 (stereo not given)
[42] COc1cccc(NC(=O)COc2cc(O)c3c(c2)OC(C)(C)CC3=O)c1
[43] O=C(CSc1nnc(-c2ccccc2F)n1CCc1ccccc1)Nc1ccc2[nH]c(=O)[nH]c2c1
[44] O=C(c1ccc([N+](=O)[O-])o1)N1CCCCCC1
[45] Cn1cnnc1Sc1ccc(C(=O)OCC(=O)NC2CC2)cc1[N+](=O)[O-]
[46] C=CCOc1cccc(C2NC(=O)c3ccccc3O2)c1 (stereo not given)
[47] Nc1c([N+](=O)[O-])c(=O)sc2ccccc12
[48] CC1=C(C(=O)c2ccccc2)C(c2ccc(O)cc2)NC(=S)N1 (stereo not given)
assay / compound	41	42	43	44	45	46	47	48
TDP43 rescue	-9%	18µM*	10%	?	12%	?	0%	14%
DRD3 antagonist	-2	23	-13	?	6	-2	-22	15
EPAC2 agonist	-3%	12%	-3%	11%	13%	-6%	1%	3%
DRD3 agonist	4	6	-5	4	2	-6	17	-11
FUS suppressor	11%	31%	35%	-8%	23%	-13%	19%	-7%
EPAC2 antag	?	-16%	6%	3%	-3%	-16%	15%	-8%
Abeta rescue	29%	17%	-8%	-57%[inhibitor]	-7%	4%	-3%	0%
aSyn rescue	11%	1%	-6%	-6%[1.84 µM]	3%	6%	-2%	1%

# An excerpt from above, limited to FUS suppressor and aSyn rescue.
nr	SMILES	FUS suppressor	aSyn rescue
41	CCOC(=O)C1(Cc2ccccc2)C(=O)Nc2ccccc21 (stereo not given)	11%	11%
42	COc1cccc(NC(=O)COc2cc(O)c3c(c2)OC(C)(C)CC3=O)c1	31%	1%

# (listing goes on)
[49] C#CCOCCOCCOCCNc1nc(N2CCN(C(=O)[C@H](CCCCN)n3cc([C@@H](N)CC(N)=O)nn3)CC2)nc(N2CCN(C(=O)[C@H](CCCCN)n3cc([C@@H](N)CC(N)=O)nn3)CC2)n1
[50] COc1ccc(CN2C(=O)CN=C2Nc2cccc(C)c2C)cc1
[51] O=C(c1ccc(Cl)nc1)N1CCN(S(=O)(=O)c2ccccc2)CC1
[52] O=C(Cc1ccc(Cl)cc1Cl)Nc1cccc(S(=O)(=O)Nc2ccccc2F)c1
assay / compound	49	50	51	52
TDP43 rescue	-4%	18%	-17%	-93%[inhibitor]
DRD3 antagonist	0	16	-8	-19
EPAC2 agonist	12%	2%	1%	-5%
DRD3 agonist	-5	-3	-10	-1
FUS suppressor	14%	7%	20%	.
EPAC2 antag	17%	-3%	2%	-11%
Abeta rescue	5%	5%	-1%	-21%
aSyn rescue	-2%	3%	2%	-46%[inhibitor]

# The list is partial; the hit share may differ from the screen's.
